# zfTRPN1 agonist: zebrafish TRPN1 (NompC) channel agonism. activation, % at 3 µM. HEK293 zebrafish TRPN1-YFP, Fluo-8 calcium fluorescence; 100% = response to 87 µM carbachol. hit rate 0.18% among 220,000;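 active means activation above its plate's cutoff, the mean activation of test wells on that plate plus 3 SD, cut at about 19% in these data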;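 further: 0% = DMSO alone and 100% = 87 µM carbachol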
#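 Control set: carbachol 87 µM as high control, DMSO as low control; system: HEK293 stable line with zebrafish TRPN1-YFP; read-out: % activation versus carbachol response; detection: intracellular calcium fluorescence with Fluo-8; doses: single test compound dose, 3 µM nominal, 0.3% DMSO; schedule: dye 1 h 37 °C plus 30 min RT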
# MDM2 E3 inh: Mdm2 E3 ligase (human) inhibition. cell-based MDM2 ubiquitination luciferase reporter, 2 h; 0 = plate control, 100 = twice control, blank-subtracted. signal enhancement, % at 5 µM. hit rate 0.11% among 210,000. AID 1230;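 active means signal enhancement of 30% or more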;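 further: luminescence tracks abundance of the self-degrading MDM2-luciferase fusion protein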
#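 Test system: mammalian cells stably expressing self-ubiquitinating, self-degrading MDM2 E3–luciferase fusion; Amount: 2000 cells in each well; Medium: DMEM; Schedule: 4 h settle plus 2 h compound, 37 °C; Technique: SteadyLite luciferase luminescence after 15 min room-temperature reagent incubation; Benchmarks: plate control and blank wells.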
# PPC-1+TRAIL kill: compounds killing PPC-1 cancer cells with TRAIL present (potentiator screen, no TRAIL-free arm); PPC-1 cells + TRAIL, ATPLite viability luminescence; cell killing (% activity), % at 4 µM; hit rate 0.41% among 220,000; AID 1443;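 active means cell killing above 50% in the first pass at 4 µM, then a duplicate retest at 5 µM averaging 50% or more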;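 further: plate controls were cells with TRAIL plus DMSO for no effect and medium-only wells lacking cells for full effect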
# CHOP inhibitor: CHOP inhibition in unfolded protein response; CHO-K1 CHOP-promoter luciferase, tunicamycin-induced, 15-18 h; AID 2732; inhibition, % at 10 µM; hit rate 3.8% among 220,000;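 active means compounds that reduced the stress-induced luciferase reporter signal by more than about 70% of percent inhibition, limit read from the data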;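 further: 0% = tunicamycin plus vehicle and 100% = wells without tunicamycin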
# EBV gp42 block: blocks Epstein-Barr virus glycoprotein 42 binding | AID 1085 | Fluorescence polarization binding assay, mP read-out | Q1HVG2 | hit rate 0.42% among 220,000 | inhibition, % (tested at 21.74 µM); in the data active means inhibition above about 50%
# Target sequence (Q1HVG2 whole entry, looked up): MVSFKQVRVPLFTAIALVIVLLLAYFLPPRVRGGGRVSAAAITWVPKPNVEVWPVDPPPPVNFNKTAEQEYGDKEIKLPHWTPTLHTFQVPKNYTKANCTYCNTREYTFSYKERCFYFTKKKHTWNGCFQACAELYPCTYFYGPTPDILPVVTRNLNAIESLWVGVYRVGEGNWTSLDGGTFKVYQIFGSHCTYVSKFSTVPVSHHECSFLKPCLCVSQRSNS
# TNF death inh: blocks TNF-alpha induced death of Jurkat FADD-/- cells. hit rate 0.068% among 220,000. activation (protection from cell death), % at 10 µM. Jurkat FADD-/- TNF necroptosis rescue, ATP luminescence, 24 h; 0 = TNF only, 100 = no-TNF cells;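 active means activation, meaning protection from cell death, of at least 50% relative to plate controls; inactive means activation below 50%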;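 further: necroptosis triggered by 40 ng/mL TNF-alpha added together with compound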
# p47phox inh: blocks human p47phox regulatory protein of NADPH oxidases; hit rate 0.53% among 220,000; AID 1274; inhibition, % at 24.7 µM; P14598; p47phox/p22phox peptide binding, fluorescence polarization, 2 h;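 active means inhibition above about 30%, limit read from the data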;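 further: 0% = p47phox with labelled peptide and 100% = labelled peptide alone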
# Runt-SMMHC FRET: Runt domain-CBFb-SMMHC interaction inhibition; hit rate 0.74% among 220,000; inhibition, % at 20 µM; Cerulean-Runt/Venus-CBFb-SMMHC FRET ratio 530/480, 1 h;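 active means mean inhibition across duplicate retests at 20 µM reaching about 50%, limit read from the data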;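 further: 0% = DMSO wells and 100% = wells with excess untagged CBFb-SMMHC; inhibitors lower the FRET ratio by blocking Runt binding to CBFb-SMMHC; some results filed as inactive read as strong as hits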
# TRPML3 agonist: agonists of human TRPML3 channel; activation, % at 3 µM; Q8TDD5; hit rate 0.29% among 220,000; HEK293 TRPML3-YFP, Fluo-8 calcium fluorescence; 100% = the carbachol control signal;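 active means activation above its plate's cutoff, the mean activation of the plate's test wells plus 3 SD, cut at about 12% in these data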;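 further: 0% = DMSO only wells and 100% = carbachol wells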
# Target sequence (Q8TDD5 whole entry, looked up): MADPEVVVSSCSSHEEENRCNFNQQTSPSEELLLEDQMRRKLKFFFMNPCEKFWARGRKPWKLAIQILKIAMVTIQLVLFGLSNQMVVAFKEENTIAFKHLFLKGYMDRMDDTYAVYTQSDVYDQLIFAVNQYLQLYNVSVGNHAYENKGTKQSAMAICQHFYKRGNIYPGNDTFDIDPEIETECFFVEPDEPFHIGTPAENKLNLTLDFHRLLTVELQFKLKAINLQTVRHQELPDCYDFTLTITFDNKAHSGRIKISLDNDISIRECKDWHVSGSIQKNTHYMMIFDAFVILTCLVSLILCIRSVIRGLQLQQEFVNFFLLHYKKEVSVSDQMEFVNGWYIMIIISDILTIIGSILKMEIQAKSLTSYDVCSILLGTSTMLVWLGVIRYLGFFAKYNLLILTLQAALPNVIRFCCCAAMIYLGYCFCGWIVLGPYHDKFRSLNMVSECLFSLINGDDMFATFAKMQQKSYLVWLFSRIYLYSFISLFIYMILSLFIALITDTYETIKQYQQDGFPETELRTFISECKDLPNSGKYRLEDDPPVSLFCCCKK
#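 Test system – HEK293 line with stable expression of human TRPML3-YFP channel · Control set – carbachol 87 µM final as high control (100%), DMSO as low control (0%) · Signal – Fluo-8 calcium dye fluorescence, ex 470-495, em 515-575 nm · Incubation – 1-h 37 °C dye load, 5-s basal, 120-s post-compound reads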
# Starred values were filed as active, the others as inactive; . = not tested or not shown; [ ] = another dose, or the depositor's remark.
SMILES,zfTRPN1 agonist,MDM2 E3 inh,PPC-1+TRAIL kill,CHOP inhibitor,EBV gp42 block,TNF death inh,p47phox inh,Runt-SMMHC FRET,TRPML3 agonist
Cc1c(Cl)cccc1NC(=O)CNC(=O)c1ccccc1F,0.5,-12.9,-10.7,11.9,-4.5,1.5,-9.9,0.4,0.4
CCNc1nc(NCC)nc(-n2nc(C)cc2C)n1,-1.1,-1.6,-0.1,-132.8,-16.3,0.3,3.3,2.9,0.9
Cc1ccc(-c2noc(COc3ccccc3C)n2)cc1,0.4,-3.9,21.8,89.7*,-8.3,-1.2,-15.4,-3.4,-0.2
O=C(Cn1c(=O)n(-c2ccccc2)c(=O)c2oc3ccccc3c21)Nc1ccccc1,0.1,-5.5,17.6,13.9,-8.3,0.8,-13.9,3.1,0.3
S=c1[nH]c2ccc3ccccc3c2[nH]1,0.3,-2.1,-9.5,9.2,-7.3,-0.1,-2.0,6.7,0.0
O=C(NC12CC3CC(CC(C3)C1)C2)C12CC3CC(C1)CC(n1cnc(Cl)n1)(C3)C2,0.7,-15.6,-10.3,37.9,10.8,-4.1,-1.1,-1.9,-0.1
CCCS(=O)(=O)c1nc(S(=O)(=O)c2ccc(C)cc2)c(NCc2ccc3c(c2)OCO3)s1,0.3,4.0,29.1,25.3,-7.7,3.7,-42.7,-0.9,0.8
Cn1c(=O)c2c(nc(Br)n2CCSc2ncccn2)n(C)c1=O,0.3,-3.0,16.2,28.6,-2.9,-1.1,-13.1,-1.5,0.5
Cc1ccc(/C=N\Nc2nc3ccc(Cl)cc3[nH]2)o1,-1.0,-18.2,6.5[5 µM],-1.7,-2.6,8.6,-4.2,1.5,0.0
COc1ccc(/C=N/NC(=O)c2ccc3nc[nH]c3c2)cc1OC,0.7,-11.2,-12.6,-2.0,-4.8,-0.3,3.2,1.4,0.9
O=C(Nc1nc2cc3c(cc2s1)OCCO3)c1ccncc1,5.7,-5.0,38.1[5 µM],0.7,-5.6,-1.7,2.0,-1.2,3.0
CC1=N/C(=C\c2ccc([N+](=O)[O-])cc2)C(=O)N1c1cc(Cl)ccc1C,0.3,-5.7,14.6,-24.2,-26.2,-10.9,-60.1,-1.5,0.2
CCCCC/C=C\C[C@H](O)/C=C/c1cccc(C[C@H](O)CCCCO)n1,1.7,.,-1.9,10.9,3.2,-2.9,-21.5,-3.1,0.5
COc1cccc(Nc2ccc(C(=O)O)cc2[N+](=O)[O-])c1,0.3,-6.9,8.2,14.4,-19.5,1.9,-26.3,-0.7,0.5
Nc1nc(-c2ccc(Cl)cc2)nnc1-c1ccc(Br)cc1,1.1,-28.6,24.8,48.2,-95.1,1.0,-28.4,2.3,1.0
C=CCC1c2cccc(C(=O)O)c2C(=O)N1c1cccc(C)c1 (configuration not stated),-1.1,-16.0,-10.6,1.8,-3.4,-1.5,-5.2,6.9,0.7
CCC1CCCCN1C(=O)Cn1c(=O)oc2ccccc21 (configuration not stated),0.2,-13.7,-1.0,10.3,-23.4,0.6,-0.5,1.3,1.1
COc1ccc(C2=Nn3c(nnc3-c3ccccn3)SC2)cc1OC,0.1,-6.9,25.1,7.4,-7.3,-4.9,-9.6,-6.5,-0.7
CC(=O)c1c(C)[nH]c(C(=O)OCC(=O)Nc2cc(Cl)ccc2[N+](=O)[O-])c1C,3.7,-25.0,-2.8,33.4,-17.3,-1.6,4.8,1.0,1.2
COc1cccc(C(=O)NC(Cc2ccccc2)c2ccc3c(c2)OCCCO3)c1 (configuration not stated),0.1,-17.6,27.4,-18.3,1.3,0.7,-34.5,-3.8,-0.6
Cn1c2c(c(=O)c3ccccc31)CCC(C)(C)O2,-2.4,-10.9,9.1,39.5,-17.2,2.5,4.5,-1.6,0.0
CC(=O)c1ccc(OCC(O)CN2CCN(CC(O)COc3ccc(C(C)=O)cc3)CC2)cc1 (configuration not stated),1.7,-6.3,6.5,0.2,-7.0,-0.4,4.5,20.5,1.3
CCOC(=O)CNC(=S)N(CCCN1CCCCCC1)Cc1cccs1,0.5,3.9,16.3,8.9,-0.5,0.4,0.8,-3.1,0.1
C=CCNc1nc(-c2sc(NC(C)=O)nc2C)cs1,0.5,-6.9,6.2,43.5,-3.2,-8.6,-23.6,1.0,0.2
CCOC(=O)CSc1nnc(-c2ccncc2)o1,-0.1,-4.5,10.3,9.3,-11.7,-0.5,-14.0,41.2,2.6
CCOC(=O)COc1ccc(Br)cc1C1NC(=O)NC(C)=C1C(=O)NCc1ccccc1 (configuration not stated),1.1,-16.4,8.3,47.5,-5.0,-0.2,-4.2,1.4,-0.5
CCCCOc1ccc(-c2csc(N)n2)cc1[N+](=O)[O-],-1.1,-11.4,22.5,36.1,11.4,-0.4,-8.8,0.5,0.2
O=C(CCn1cccc1)NCc1ccccc1,-0.5,-12.5,5.1,-10.8,-14.0,0.9,-5.7,1.3,-1.1
O=C1c2cccc3cccc(c23)C(=O)N1CCN1CCN(CC(O)COc2ccc3ccccc3c2)CC1 (configuration not stated),-0.9,-15.0,10.7,15.5,-11.2,-5.8,-9.0,-13.9,1.1
CC(=O)CC(=O)NC1C2CC3CC(C2)CC1C3 (configuration not stated),0.7,-15.4,10.2,-6.9,-7.1,0.4,-7.8,2.5,0.0
CCN(CC)CCCNC(=O)Cn1ccc2ccccc2c1=O,0.7,-3.1,-3.8,2.5,-10.2,1.1,3.7,0.1,-0.1
CCOC(=O)C1CCN(C(=O)CN2C(=O)C(CC)Oc3ccccc32)CC1 (configuration not stated),-0.5,-13.9,21.0,29.2,-13.1,0.3,-1.5,-0.7,1.0
O=C(N/N=C/c1c(O)n(-c2ccc(Cl)cn2)c(=O)c2ccccc12)c1ccncc1,2.5,.,-2.0,-4.8,-193.2,1.4,-21.6,85.5*,1.1
O=c1[nH]c(SCc2ccccc2)nc2[nH]ncc12,-0.1,-5.3,-1.1,16.2,-3.5,-0.9,.,1.0,0.5
COc1ccc(-c2nc(-c3ccccn3)ncc2S(C)(=O)=O)cc1,0.1,-4.9,-11.5,15.8,-7.9,1.3,1.3,4.0,0.5
O=C(Cn1nnc(-c2ccccc2Cl)n1)N1CCN(S(=O)(=O)c2ccc(Cl)cc2)CC1,1.1,-13.2,-4.4,38.9,-3.5,-1.7,-12.3,2.5,0.1

# Four compounds drawn at random from those above:
SMILES,zfTRPN1 agonist,MDM2 E3 inh,PPC-1+TRAIL kill,CHOP inhibitor,EBV gp42 block,TNF death inh,p47phox inh,Runt-SMMHC FRET,TRPML3 agonist
O=C(Cn1nnc(-c2ccccc2Cl)n1)N1CCN(S(=O)(=O)c2ccc(Cl)cc2)CC1,1.1,-13.2,-4.4,38.9,-3.5,-1.7,-12.3,2.5,0.1
O=C1c2cccc3cccc(c23)C(=O)N1CCN1CCN(CC(O)COc2ccc3ccccc3c2)CC1 (configuration not stated),-0.9,-15.0,10.7,15.5,-11.2,-5.8,-9.0,-13.9,1.1
CCOC(=O)CSc1nnc(-c2ccncc2)o1,-0.1,-4.5,10.3,9.3,-11.7,-0.5,-14.0,41.2,2.6
O=c1[nH]c(SCc2ccccc2)nc2[nH]ncc12,-0.1,-5.3,-1.1,16.2,-3.5,-0.9,.,1.0,0.5

# Following part.
SMILES,zfTRPN1 agonist,MDM2 E3 inh,PPC-1+TRAIL kill,CHOP inhibitor,EBV gp42 block,TNF death inh,p47phox inh,Runt-SMMHC FRET,TRPML3 agonist
CN(C)C(=O)c1ccc(Oc2ccc(C(=O)N(C)C)cc2)cc1,0.8,7.6,5.4,0.9,-1.2,0.4,-1.4,3.4,1.4
COc1ccccc1/C=C1\SC(=S)N(C(C(=O)O)c2ccccc2)C1=O (configuration not stated),2.3,-10.1,26.4,10.9,-6.9,0.4,-3.6,-6.0,0.7
FC(F)(Cl)c1nnc2ccc(Sc3ccccn3)nn12,-1.0,-19.6,6.8,34.3,-13.8,1.0,-6.7,-0.6,-0.9
CCOc1ccc(/C=C/C(=O)c2ccccc2)cc1OC,-1.2,-6.7,21.0,-27.0,3.9,0.1,-8.3,-2.9,-0.3
COc1ccc(-c2cc(C(=O)Nc3ccccc3SC)no2)cc1,-0.1,-5.8,21.8,-22.9,-19.9,0.7,-7.5,-0.1,0.8
Cc1occc1-c1nnc(-c2cc([N+](=O)[O-])cc([N+](=O)[O-])c2)o1,0.3,-0.4,23.3,-29.8,-16.3,-1.2,-2.4,-2.3,0.3
COC(=O)c1cc2occc2n1Cc1nc(-c2ccccc2C)oc1C,0.5,.,-7.8,18.1,-9.0,-1.8,-17.9,-5.0,0.9
O=C(CCCc1nc2ccccc2s1)Nc1ccccc1,-0.6,18.1,8.1,13.7,-8.8,2.3,-1.1,-3.6,-0.2
Cc1c(Cl)cnc(NC(=O)COC(=O)CCS(=O)(=O)c2ccccc2)c1Cl,0.9,-7.5,16.9,5.4,-13.3,-0.8,9.7,1.5,0.7
O=C(COc1ccc2ccccc2c1)Nc1ccc(S(=O)(=O)N2CCCCCC2)cc1,1.4,.,7.9,50.5,-11.2,-1.6,-12.7,2.5,1.2
Cn1cc(Br)c(NS(=O)(=O)c2ccc(Cl)s2)n1,-1.0,-4.8,7.8,8.8,-7.7,2.0,9.8,-4.2,0.2
CCn1cc(C(=O)N2CCc3ccccc32)c(=O)c2cc(S(=O)(=O)N3CC(C)CC(C)C3)ccc21 (configuration not stated),-1.5,0.0,3.0,27.5,-1.4,-4.4,-15.3,-0.6,0.1
CCOC(=O)CN1C(=O)N[C@@H](c2ccc(Br)cc2)C(C(=O)OC)=C1C,.,7.8,11.7,9.4,-2.4,-0.9,-1.3,0.3,.
CN1CC(=O)N2[C@H](c3ccc4c(c3)OCO4)c3[nH]c4ccccc4c3C[C@@H]2C1=O,2.8,.,7.1,35.9,3.4,.,-11.5,-2.4,1.4
CC(=O)c1cccc(NC(=O)Cn2nc(-c3ccc(Cl)cc3)ccc2=O)c1,-1.2,9.1,8.7,41.8,-17.1,0.6,11.1,-3.4,-0.1
COc1ccc(OC)c(C2CC(c3c(-c4ccccc4)c4cc(Cl)ccc4[nH]c3=O)=NN2S(C)(=O)=O)c1 (configuration not stated),0.5,-88.8,9.8,-1.4,-26.2,-13.9,-123.9,-13.5,0.6
Cc1cc(C)n(CC(O)COc2cccc(OCC(O)Cn3nc(C)cc3C)c2)n1 (configuration not stated),2.2,-7.7,-1.4,5.8,3.5,-5.4,-2.4,7.6,1.7
O=C(NC1CCN(Cc2nnnn2CCc2ccccc2)CC1)c1ccccc1F,-0.8,.,25.5,0.3,-23.1,-1.3,-5.0,0.1,0.2
CC(=O)Nc1ccc(NC(=O)COc2c(C)cc(Br)cc2C)cc1,1.8,-4.1,16.0,-12.8,-14.7,-1.7,-12.8,0.9,0.9
CC(=O)n1nc(-c2cccc(C)c2)nc1SCC(=O)Nc1ccccc1,-0.2,-12.0,4.0,41.0,-23.2,-1.1,-18.9,3.2,0.3

# Source: PubChem
